Compound activity (PubChem BioAssay)
ATG4B inh: inhibitors of human ATG4B cysteine protease; ATG4B cleavage of LC3-PLA2, NBD-HPC fluorescence, 1 h; inhibition, % at 8.33 µM; actives 0.51% (n = 340,000); AID 504462; in the data active = inhibition above about 40%
Target sequence (Q9Y4P1 whole entry, looked up): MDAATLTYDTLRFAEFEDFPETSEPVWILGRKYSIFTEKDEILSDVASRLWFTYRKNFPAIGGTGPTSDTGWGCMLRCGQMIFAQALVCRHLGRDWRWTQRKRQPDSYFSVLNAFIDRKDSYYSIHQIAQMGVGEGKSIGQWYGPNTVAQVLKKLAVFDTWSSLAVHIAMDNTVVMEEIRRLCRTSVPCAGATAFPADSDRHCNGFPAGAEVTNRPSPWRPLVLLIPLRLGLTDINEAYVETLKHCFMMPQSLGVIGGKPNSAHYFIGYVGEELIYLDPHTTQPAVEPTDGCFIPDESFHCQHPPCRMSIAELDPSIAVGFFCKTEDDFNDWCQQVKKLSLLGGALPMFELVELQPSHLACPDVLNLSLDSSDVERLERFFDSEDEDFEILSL
mIAP inh: blocks mouse intestinal alkaline phosphatase; purified mouse IAP, CDP-Star luminescence, 30 min; inhibition, % at 10 µM; actives 0.2% (n = 330,000); AID 2806;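 active = inhibition of at least 40% at 10 µM in the primary screen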;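 also: plate controls were DMSO with enzyme for no effect and no enzyme wells for full effect; values of inactives mirror those of a sister screen read the other way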
hIAP activ: increases human intestinal alkaline phosphatase activity; purified human IAP, CDP-Star luminescence, 30 min; hits give high values; 1 = vehicle-only enzyme, 0 = enzyme-free background; activation factor at 10 µM; actives 0.16% (n = 330,000); AID 2524;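 active = activation factor of the enzyme at least 2-fold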; also: the source names both 10 and 20 µM as test concentration; values of inactives mirror those of a sister screen read the other way
PfGluPho inh: PfG6PD (Plasmodium falciparum) enzyme inhibition; PfGluPho enzyme, NADPH resazurin-diaphorase fluorescence; inhibition, % at 20 µM; actives 0.78% (n = 350,000); AID 504690;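 active = inhibition reaching at least a set limit at 20 µM in the primary screen, cut at about 59% in these data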;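 also: 0% = DMSO wells with substrate and 100% = DMSO wells lacking glucose-6-phosphate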
APOBEC3A inh: inhibitors of human APOBEC3A DNA deaminase; P31941; recombinant A3A, FAM/TAMRA ssDNA deamination fluorescence; inhibition, % at 20 µM; actives 0.41% (n = 330,000); AID 493011;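 active = at least 40% inhibition at 20 µM here, with at most 30% in a related deaminase screen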;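 also: plate controls were A3A with DMSO for no effect and wells lacking A3A enzyme for full effect; some results filed as inactive read as strong as hits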
Target sequence (P31941 whole entry, looked up): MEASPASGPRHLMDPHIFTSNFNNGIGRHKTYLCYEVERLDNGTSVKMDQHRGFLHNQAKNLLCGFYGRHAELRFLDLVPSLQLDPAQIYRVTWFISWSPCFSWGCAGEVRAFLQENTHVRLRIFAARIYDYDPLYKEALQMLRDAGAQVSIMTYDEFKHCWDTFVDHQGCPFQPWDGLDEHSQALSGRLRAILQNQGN
HKDC1 inh: blocks human hexokinase HKDC1 activity. Q2TB90. recombinant HKDC1, G6PDH/diaphorase resazurin coupled fluorescence. inhibition, % at 20 µM. actives 0.16% (n = 340,000). AID 493160;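 active = inhibition above about 35% when tested at 20 µM, limit read from the data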;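 also: plate controls were DMSO wells with enzyme for no effect and DMSO wells lacking enzyme for full effect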
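Test system: recombinant HKDC1 (HK5) hexokinase enzyme, produced in-house / Doses: 20 µM test compound, 1% DMSO / Timing: 90 min, room temperature / Detection: G6PDH/diaphorase-coupled fluorescence, 1 mM NADP, 100 µM resazurin, 525/613 nm / Control set: DMSO wells with and without enzyme mix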
hIAP inh: blocks human intestinal alkaline phosphatase | P09923 | purified IAP, CDP-Star luminescence, 30 min | inhibition, % at 10 µM | actives 0.12% (n = 330,000);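 active = inhibition reaching a set limit with compound at 10 µM in the primary screen, cut at about 35% in these data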;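 also: plate controls were DMSO wells with enzyme for no effect and no-enzyme buffer wells for full effect; values of inactives mirror those of a sister screen read the other way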
mIAP act: increases mouse intestinal alkaline phosphatase activity. muIAP, CDP-Star luminescence, 30 min; hits give high values; 1 = vehicle-only enzyme signal, 0 = enzyme-free wells. activation factor at 10 µM. actives 0.24% (n = 330,000). AID 2805;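 active = activation factor of at least 2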; also: the source names both 10 and 20 µM as test concentration; values of inactives mirror those of a sister screen read the other way
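System: mouse IAP enzyme. Reagent: CDP-Star chemiluminescent phosphatase substrate. Benchmarks: DMSO wells, no-enzyme wells. Times: 30 min enzyme-substrate-compound incubation at room temperature. Detection: luminescence from enzymatic CDP-Star hydrolysis. Doses: test compounds delivered from DMSO solution.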
Starred values were filed as active, the others as inactive.

Letters – A = ATG4B inh; B = mIAP inh; C = hIAP activ; D = PfGluPho inh; E = APOBEC3A inh; F = HKDC1 inh; G = hIAP inh; H = mIAP act
compound: CCN(CC)CCC(c1ccc(N(C)C)cc1)c1c(OC)cc(OC)c2ccc(=O)oc12 (stereo not given)
  A = 0; B = -9; C = 1.1; D = -1; E = -7; F = -4; G = -12; H = 1.1
compound: Cc1cc(=O)[nH]c(Nc2ccc(N(C)C)cc2)n1
  A = -8; B = -5; C = 1.1; D = 18; E = -6; F = 4; G = -10; H = 1.1
compound: Cc1ccc(C2NC(=O)c3c(sc4c3CCN(C)C4)N2)o1 (stereo not given)
  A = -3; B = 4; C = 1.1; D = 20; E = 0; F = -4; G = -7; H = 0.95
compound: CC(=O)N1N=C(c2cccs2)CC1c1cccs1 (stereo not given)
  A = 5; B = -3; C = 0.98; D = -5; E = -2; F = -5; G = 2; H = 1
compound: O=C(NCCN1CCOCC1)C(=O)NCC1OCCN1S(=O)(=O)c1ccc(Br)cc1 (stereo not given)
  A = -5; B = 9; C = 0.96; D = -3; E = -3; F = -8; G = 4; H = 0.91
compound: COc1cccc(CN2CCN(Cc3ccc(C)o3)CC2CCO)c1 (stereo not given)
  A = 8; B = 7; C = 0.99; D = -13; E = 0; F = -4; G = 1; H = 0.93
compound: CCCCOCCCNC(=S)Nc1ccc(S(=O)(=O)N2CCOCC2)cc1
  A = -5; B = -29; C = 1.1; D = -4; E = -2; F = -5; G = -12; H = 1.3
compound: CC(C)C[C@H](NC(=O)c1nc[nH]c1C(=O)NC(c1ccccc1)c1ccccc1)C(=O)OCc1ccccc1
  A = 0; B = -5; C = 1.3; D = 29; E = -2; F = 2; G = -32; H = 1
compound: O=C(O)CCCn1cc(NC(=O)c2cc(F)c(F)cc2Cl)cn1
  A = -5; B = 7; C = 0.89; D = 10; E = -1; F = 1; G = 11; H = 0.93
compound: CCOC(=O)C1(Cc2ccccc2C(F)(F)F)CCN(C(C)CCn2cccn2)CC1 (stereo not given)
  A = 24; B = -5; C = 1.1; D = -17; E = 2; F = -9; G = -8; H = 1

A different layout for part of the listing above.
| compound | ATG4B inh | mIAP inh | hIAP activ | PfGluPho inh | APOBEC3A inh | HKDC1 inh | hIAP inh | mIAP act |
| --- | --- | --- | --- | --- | --- | --- | --- | --- |
| CCN(CC)CCC(c1ccc(N(C)C)cc1)c1c(OC)cc(OC)c2ccc(=O)oc12 (stereo not given) | 0 | -9 | 1.1 | -1 | -7 | -4 | -12 | 1.1 |
| Cc1cc(=O)[nH]c(Nc2ccc(N(C)C)cc2)n1 | -8 | -5 | 1.1 | 18 | -6 | 4 | -10 | 1.1 |
| Cc1ccc(C2NC(=O)c3c(sc4c3CCN(C)C4)N2)o1 (stereo not given) | -3 | 4 | 1.1 | 20 | 0 | -4 | -7 | 0.95 |
| CC(=O)N1N=C(c2cccs2)CC1c1cccs1 (stereo not given) | 5 | -3 | 0.98 | -5 | -2 | -5 | 2 | 1 |
| O=C(NCCN1CCOCC1)C(=O)NCC1OCCN1S(=O)(=O)c1ccc(Br)cc1 (stereo not given) | -5 | 9 | 0.96 | -3 | -3 | -8 | 4 | 0.91 |
| COc1cccc(CN2CCN(Cc3ccc(C)o3)CC2CCO)c1 (stereo not given) | 8 | 7 | 0.99 | -13 | 0 | -4 | 1 | 0.93 |
| CCCCOCCCNC(=S)Nc1ccc(S(=O)(=O)N2CCOCC2)cc1 | -5 | -29 | 1.1 | -4 | -2 | -5 | -12 | 1.3 |
| CC(C)C[C@H](NC(=O)c1nc[nH]c1C(=O)NC(c1ccccc1)c1ccccc1)C(=O)OCc1ccccc1 | 0 | -5 | 1.3 | 29 | -2 | 2 | -32 | 1 |
| O=C(O)CCCn1cc(NC(=O)c2cc(F)c(F)cc2Cl)cn1 | -5 | 7 | 0.89 | 10 | -1 | 1 | 11 | 0.93 |
| CCOC(=O)C1(Cc2ccccc2C(F)(F)F)CCN(C(C)CCn2cccn2)CC1 (stereo not given) | 24 | -5 | 1.1 | -17 | 2 | -9 | -8 | 1 |

The listing continues.
Letters – A = ATG4B inh; B = mIAP inh; C = hIAP activ; D = PfGluPho inh; E = APOBEC3A inh; F = HKDC1 inh; G = hIAP inh; H = mIAP act
compound: O=C(CSc1nccc(=O)[nH]1)Nc1ccc2ccccc2c1
  A = -13; B = 0; C = 0.94; D = -5; E = -4; F = 13; G = 6; H = 1
compound: O=C1CC(NCc2cccs2)C(=O)N1c1ccc(Cl)cc1 (stereo not given)
  A = -6; B = 8; C = 0.86; D = -11; E = 2; F = 2; G = 14; H = 0.92
compound: C/C(=N\Nc1cccc2cccnc12)c1ccc(N)cc1
  A = -15; B = 1; C = 1.1; D = 17; E = 3; F = 3; G = -7; H = 0.99
compound: CCOCc1c(C(=O)N2CCN(CCOc3ccc(Cl)cc3)CC2)oc2ccccc12
  A = -3; B = 4; C = 0.79; D = 6; E = 2; F = 3; G = 21; H = 0.95
compound: COc1ccc(CNC(=O)CN(C)CC(=O)Nc2ccccc2Br)cc1
  A = -4; B = -10; C = 1.1; D = -5; E = 14; F = -6; G = -11; H = 1.1
compound: CCN(C(=O)COC(=O)/C=C/c1ccc(S(=O)(=O)N2CCc3ccccc32)cc1)C1CCS(=O)(=O)C1 (stereo not given)
  A = 1; B = 5; C = 0.84; D = 12; E = 3; F = -8; G = 16; H = 0.95
compound: CC1Cc2ccccc2N1CC(=O)NC(=O)NC1CCCCC1 (stereo not given)
  A = -3; B = 6; C = 0.82; D = 16; E = 1; F = -3; G = 18; H = 0.94
compound: O=C(Cn1c(SCC(=O)N2CCCc3ccccc32)nc2ccccc21)N1CCCC1
  A = -7; B = -12; C = 1.1; D = -2; E = 3; F = -17; G = -8; H = 1.1
compound: Cc1cc(=O)n2[nH]cnc2n1
  A = -7; B = -10; C = 0.98; D = 4; E = -2; F = -12; G = 2; H = 1.1
compound: CCCOc1ccc(C(=O)ON=C2CCN(C)CC2)cc1
  A = -7; B = 7; C = 0.87; D = -5; E = -2; F = -9; G = 13; H = 0.93
compound: COc1ccc(C=C2C(=O)c3ccccc3C2=O)cc1O
  A = -8; B = 23; C = 0.55; D = 17; E = 3; F = 4; G = 45*; H = 0.77
compound: CCOC(=O)c1sc(-c2ccc(Cl)cc2Cl)nc1O
  A = 11; B = -14; C = 1.1; D = -17; E = -4; F = -4; G = -6; H = 1.1
compound: Cn1nnnc1-c1cc(Br)ccc1NC(=O)c1ccccc1
  A = -1; B = 35; C = 0.88; D = -5; E = 1; F = -7; G = 12; H = 0.65
compound: CCNS(=O)(=O)c1ccc(NS(=O)(=O)c2cc(C)ccc2C)cc1
  A = -3; B = 2; C = 1; D = 4; E = 1; F = 2; G = -3; H = 0.98
compound: CC(/C=C/c1ccccc1)=N\NC(=O)CCc1ccccc1
  A = -9; B = 3; C = 1.1; D = 6; E = 3; F = -2; G = -5; H = 0.97
compound: CC(=O)Nc1ccc(Nc2ncnc3c2cnn3-c2ccccc2)cc1
  A = -18; B = 8; C = 0.94; D = -3; E = -1; F = 15; G = 6; H = 0.92
compound: O=C(Nc1cccc(-c2cn3c(n2)SCC3)c1)c1ccc(Br)o1
  A = -10; B = -8; C = 1; D = -3; E = -9; F = 0; G = -4; H = 1.1
compound: CSc1cccc(NC(=O)C(C)Sc2ccc(C)cc2)c1 (stereo not given)
  A = -2; B = -29; C = 0.96; D = -4; E = 0; F = 0; G = 4; H = 1.3
compound: O=C(/C=C/c1ccco1)NCC1(c2ccccc2)CCCC1
  A = -2; B = 3; C = 0.93; D = 30; E = 4; F = -3; G = 7; H = 0.96
compound: O=[N+]([O-])c1ccc(S(=O)(=O)Nc2ccccn2)cc1
  A = -1; B = -10; C = 0.98; D = -8; E = -4; F = 0; G = 2; H = 1.1
compound: CC(C)c1ccc(NC(=O)c2csnn2)cc1
  A = -4; B = 3; C = 0.98; D = 14; E = 5; F = 2; G = 2; H = 0.97
compound: Cc1ccc(OCC(=O)N2N=C(C(F)(F)F)CC2(O)C(C)(C)C)cc1C (stereo not given)
  A = -3; B = -16; C = 1; D = 5; E = 0; F = 0; G = -4; H = 1.2
